Screening results: PubChem, several laboratories
ABHD5 PLIN5 PPI – inhibitors of human ABHD5-perilipin-5 interaction; Split G. princeps luciferase complementation, luminescence, 4 h; hit rate 0.78% among 360,000; inhibition, % at 4 µM; AID 602281; Q00G26+Q8WTS1;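 active = inhibition above the mean inhibition across every tested compound plus 3 SD, cut at about 22% in these data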;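 note: 0% = DMSO only wells and the 100% control is not disclosed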
Target sequence (Q00G26 whole entry, looked up): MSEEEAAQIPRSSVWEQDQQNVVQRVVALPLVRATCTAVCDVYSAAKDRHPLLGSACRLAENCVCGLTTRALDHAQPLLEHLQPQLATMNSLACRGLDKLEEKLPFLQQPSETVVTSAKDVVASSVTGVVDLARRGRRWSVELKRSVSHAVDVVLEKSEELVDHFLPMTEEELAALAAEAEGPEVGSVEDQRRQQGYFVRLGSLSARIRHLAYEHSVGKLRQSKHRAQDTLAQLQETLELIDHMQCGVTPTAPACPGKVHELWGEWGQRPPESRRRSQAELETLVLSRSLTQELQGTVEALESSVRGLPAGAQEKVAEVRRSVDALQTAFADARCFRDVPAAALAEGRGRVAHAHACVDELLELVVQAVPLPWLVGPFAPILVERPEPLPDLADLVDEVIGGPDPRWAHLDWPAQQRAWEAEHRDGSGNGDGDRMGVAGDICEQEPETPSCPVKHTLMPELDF
Target sequence (Q8WTS1 whole entry, looked up): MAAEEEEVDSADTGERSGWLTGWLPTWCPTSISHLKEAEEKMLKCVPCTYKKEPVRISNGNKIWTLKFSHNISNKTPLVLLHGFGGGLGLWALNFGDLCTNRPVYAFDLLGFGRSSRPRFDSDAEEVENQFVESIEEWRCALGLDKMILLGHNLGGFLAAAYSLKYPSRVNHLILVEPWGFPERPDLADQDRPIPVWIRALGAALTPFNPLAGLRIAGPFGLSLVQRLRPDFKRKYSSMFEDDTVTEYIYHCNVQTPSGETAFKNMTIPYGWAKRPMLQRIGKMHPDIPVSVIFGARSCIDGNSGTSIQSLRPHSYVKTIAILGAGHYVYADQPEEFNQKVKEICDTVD
iPSC survival up – enhancers of human iPSC single-cell survival; hiPSC single-cell survival, ATPlite luminescence; 100% = ROCK inhibitor wells, 0% = DMSO; survival enhancement, % at 20 µM; hit rate 0.044% among 360,000; in the data active = survival enhancement above about 18%;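 note: cells exposed to compounds for 16 hours before the ATP read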
Granule exo inh – blocks lytic granule exocytosis | hit rate 0.66% among 360,000 | AID 651702 | inhibition, % at 10 µM | TALL-104 LAMP-1 surface exposure, flow cytometry; cells stimulated with thapsigargin and PMA;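 active = inhibition above about 55%, limit read from the data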
MC4R antagonist – antagonists of human melanocortin 4 receptor (MC4R) | hit rate 0.48% among 360,000 | AID 540295 | inhibition, % at 6.5 µM | P32245 | MC4R-expressing cells, MTII-stimulated cAMP, LANCE TR-FRET;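 active = inhibition above its plate's cutoff, the mean of tested wells on that plate plus 3 SD, cut at about 29% in these data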;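 note: 0% = Melanotan II alone and 100% = Melanotan II plus saturating MCL0020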
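Assay system: U2OS-MC4R stable cell line; Also added: Melanotan II; Technique: Eu-cAMP/anti-cAMP TR-FRET, emission 671 nm; Times: 30-min compound, 1-h challenge, 1-h detection, room temperature.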
N-glyco inh – N-linked glycosylation inhibition; D54 ERlucT glycosylation luciferase reporter, 24 h; percent of 100 nM tunicamycin response; reporter increase, % at 12.5 µM; hit rate 0.23% among 360,000; AID 588692;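 active = mean luciferase reporter signal, scaled so untreated is 0 and the glycosylation-blocking control 100, at or above a set limit in every replicate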;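 note: luciferase carries N-glycosylation sites so blocking glycosylation raises the light; 0% = median of neutral control wells and 100% = median of 100 nM tunicamycin wells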
MC4R barr agon – agonists of human melanocortin 4 receptor (MC4R) beta-arrestin | P32245 | U2OS MC4R beta-arrestin complementation, luminescence; percent of melanotan II response, DMSO zero | activation, % at 8.9 µM | hit rate 0.98% among 360,000 | AID 540308;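 active = activation above a per-plate cutoff, the mean activation of sample wells on that plate plus 3 SD, cut at about 8% in these data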
H9c2 protect – modulators protecting cardiomyocytes from myocardial damage; H9c2 cardiomyocytes, H2O2 injury protection, ATPLite, 2 h; protection from H2O2 cell death, % at 20 µM; hit rate 0.63% among 360,000;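 active = compounds giving at least 50% protection of heart cells from peroxide-induced death in the single-dose screen, raw or plate-pattern-corrected value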;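 note: 0% = DMSO wells with peroxide and 100% = DMSO wells without peroxide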
HTR2A ag – mouse HTR2A agonism via beta-arrestin recruitment. P35363. CHO-K1 mHTR2A beta-arrestin complementation, luminescence; percent of 30 µM serotonin response. activation, % at 7.6 µM. hit rate 0.66% among 360,000. AID 624169;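 active = activation above a run cutoff, the mean activation of all tested compounds plus 3 SD, cut at about 14% in these data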;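 note: 0% = plate median of compound wells and 100% = 30 µM serotonin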
ABCB6 inh MLPCN – blocks the human ABCB6 transporter. Q9NP58. K562-ABCB6 porphyrin accumulation, flow cytometry, 1 h; hits give low values. fluorescence ratio to DMSO, % at 10 µM. hit rate 0.19% among 360,000;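 active = fluorescence ratio to DMSO below 75%, the collection mean minus 3 SD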;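 note: signal is porphyrin accumulated inside mitochondria; 100% equals median channel fluorescence of DMSO control wells; lower ratio means ABCB6 inhibition with less porphyrin fluorescence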
aDG glyco up – alpha-DG glycosylation activation | AID 624168 | activation, % at 10 µM | hit rate 0.22% among 360,000 | Pro5-aDG cells, alpha-DG glycosylation AlphaScreen (IIH6); 0% Pro5, 100% B10-LARGE cell signal;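 active = activation of at least 8% versus controls, or a plate z-score of at least 8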;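 note: Pro5 are CHO cells carrying HIG-tagged alpha-DG that lacks glycosylation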
Active calls of the source: *; . = not tested or not shown; & = joins results of further samples.

Values run as follows: ABHD5 PLIN5 PPI, iPSC survival up, Granule exo inh, MC4R antagonist, N-glyco inh, MC4R barr agon, H9c2 protect, HTR2A ag, ABCB6 inh MLPCN, aDG glyco up
> Cc1cc(C)nc(NNC2=CC(=[N+]3CCCC3)CCC2)n1
→ 1, -0.5, -1, -7, 3, -0.7, 0, 5, 91, 0.1
> Fc1ccccc1-c1nc(NCc2ccccc2)c2ccccc2n1
→ 5, 2.4, 3, -3, -3, 2.1, -2, -7, 104, 0.2
> Cc1onc(-c2ccccc2)c1C(=O)Nc1nnc(CC(C)C)s1
→ 1, 0.1, 0, 3, -1, -1.4, 0, -1, 100, 0.0
> O=C(COC(=O)c1cccnc1Cl)c1ccc2c(c1)OCCO2
→ 2, 0.0, -4, 7, 1, 0.9, -25, 4, 96, -0.1
> CCOc1ccccc1CNS(=O)(=O)c1cc(-c2cc(C)no2)ccc1C
→ -7, 1.9, 1, 9, -2, -3.6, -3, -2, 96, 0.2
> CN(Cc1ccccc1)CC(O)COc1ccc(CNCCCOc2cccnc2)cc1 (stereo not drawn)
→ 6, -0.3, 6, 27, -4, 0.7, -9, 0, 97, 0.6
> O=C(NC1CCCCCC1)C1c2ccccc2C(=O)N1Cc1cccs1 (stereo not drawn)
→ 2, 0.4, -4, -3, 0, -0.3, 4, -6, 98, -0.1
> COc1ccc(CC2(CO)CCN(C(C)COc3ccccc3)CC2)cc1 (stereo not drawn)
→ 3, 2.4, 2, 2, -1, 0.8, 4, 20*, 100, 0.7
> Cc1cc(OCC(=O)Nc2ccncc2)ccc1[N+](=O)[O-]
→ -2, 0.7, 0, 10, -2, -2.1, -27, -2, 95, 0.2
> CN(CC(=O)Nc1ccccc1Br)C(=O)CN1CCN(Cc2ccc(Cl)cc2)CC1
→ 10, -0.4, 0, 5, 0, -0.5, -4, 8, 90, -0.2
> CCOc1ccc(NC2=C(Cl)C(=O)N(C3CCCCC3)C2=O)cc1
→ -4, 4.6, -2, -2, -3, 0.8, -7, 2, 102, 0.4
> CCC(CC)=C(C#N)C(=O)NC1CCCCC1
→ -1, 1.2, 1, 6, 2, -1.9, 9, 6, 96, -0.1
> CCCCc1ccc(NC(=S)NCCCN2CCOCC2)cc1
→ 1, -0.7, 67*, -1, 3, 1.9, 2, -3, 103, 0.0
> O=C(Cn1nc(-c2ccccc2)c2ccccc2c1=O)Nc1ccc(O)cc1
→ 0, -0.6, -10, -1, -2, -0.3, -1, 0, 93, 0.2
> Oc1cccc(-c2nnc(-c3cccc(O)c3)nn2)c1
→ -16, -4.6, 4, -6, -16, 7.9, -20, -1, 101, 1.4
> O=c1[nH]c(Nc2ccccc2)cc2cc(Br)ccc12
→ -5, -0.3, -2, -3, 14, 1.7, 3, -2, 102, 0.1
> CC(C)NS(=O)(=O)c1ccc(OCC(=O)N2CCN(c3ccccc3)CC2)cc1
→ -5, 1.0, -2, 20, 0, 2.4, -2, 0, 158, 0.0
> COc1ccc(/C=N/N=C2/C(=O)Nc3ccccc32)cc1O
→ 2, -0.1, 0, -2, 10, -2.6, 1, 1, 92, 0.5
> Cc1ccc(-c2ccc3nnc(SCC(N)=O)n3n2)cc1
→ 0, -0.4, -2, 9, 7, 0.1, 3, -3, 97, 0.8
> Cc1ccc([C@H]2N[C@]3(CCCN(Cc4cccn4C)C3=O)[C@H]3C(=O)N(C)C(=O)[C@@H]23)cc1
→ 13, 2.2, 1, 9, 4, 0.3, 1, 5, 99, -0.1
> COc1ccc(OCc2nnc(SCC(=O)Nc3cccc(C(C)=O)c3)o2)cc1
→ -9, -0.4, 1, 7, 1, 0.7, 1, 2, 100, 0.4
> Clc1ccccc1C(c1nnnn1Cc1ccco1)N1CCN(Cc2ccco2)CC1 (stereo not drawn)
→ 4, 0.3, 0, 9, -1, 0.2, 17, -4, 98, 0.1
> Cc1nn2c(c1-c1ccccc1)NC1=C(C(=O)CCC1)C2c1ccccc1 (stereo not drawn)
→ 5, 4.2, 1, 12, 5, 0.5, 4, 16*, 101, 0.1
> COc1ccc(C(=O)c2c3ccccc3[n+]([O-])n2CCCN)cc1
→ -1&-13, 7.6&-0.3, -4&-4, 0&-8, 3&-1, -2.1&-0.9, 8&1, 1&-13, 92&98, 2.4&0.1
> Cc1ccccc1OCC(=O)N/N=C/c1cccn1C
→ 5, -2.3, -3, -2, -1, 0.4, 3, 2, 94, 1.5
> O=C(COC(=O)Cc1ccc(Br)cc1)NC1CCCCC1
→ 11, -0.3, 3, -4, 0, 1.2, -3, 4, 103, 0.4
> CCOC(=O)C1=C(C)Nc2ncnn2C1c1cc(Br)ccc1F (stereo not drawn)
→ -6, -0.2, -2, 0, 7, 3.5, 8, -3, 90, 0.3
> Cn1cc(CN2CCN(c3ncccn3)CC2)c(-c2cccc(Cl)c2)n1
→ 11, 0.0, 1, -4, 3, 2.1, 14, -1, 93, 0.0
> CC(NC(=O)Oc1cccc2ccccc12)c1ccccc1 (stereo not drawn)
→ 2, -0.8, -4, 8, 0, 1.2, -4, 6, 92, 0.6
> C=CCOc1ccc(/C=C2\SC(=S)N(N3CCOCC3)C2=O)cc1
→ 5, -0.4, -8, 11, -1, 0.7, -6, 12, 101, 0.6
> NS(=O)(=O)c1cc(C(=O)OCC(=O)NC2CCCCCCC2)ccc1Cl
→ 2, 0.8, -7, 5, 3, -3.5, 2, 3, 103, -0.3
> Cc1ccc(C)c(N2N=C(C(=O)O)CCC2=O)c1
→ -2, -0.6, -4, 7, 2, 0.8, -2, 3, 154, -0.1
> O=[N+]([O-])c1cc(S(=O)(=O)N2CCCC2)ccc1N/N=C/c1ccccn1
→ 8, -2.2, -3, 20, 4, 1.2, 0, 1, 101, -0.2
> Cc1[nH]c2ccccc2c1SCc1n[nH]c(=S)n1C
→ -11, -0.6, 2, 2, 0, 1.4, -6, 3, 97, 0.1
> Cc1ccc(NS(=O)(=O)c2cc(Br)cnc2N)c(Cl)c1
→ -3, 0.0, -10, 8, -1, -0.4, -3, -2, 105, -0.1
> CCn1cc(S(=O)(=O)NCCc2ccc(OC)c(OC)c2)cn1
→ 0, -0.4, 1, 10, 0, 1.7, -1, -7, 94, 0.1
> CCCCn1c(N)c(N(CCOC)C(=O)CCC2CCCCC2)c(=O)[nH]c1=O
→ -1, 0.1, 6, 2, -2, -0.6, 6, 2, 95, -0.2
> CCC(C)[C@H](N)c1nnc(SCC(=O)Nc2cccc(Cl)c2)o1 (stereo partly drawn)
→ 5, -0.4, -4, -2, 1, -0.8, 0, -1, 97, -0.1
> C[C@H]1COc2cc(N3CC[C@H](O)C3)ccc2S(=O)(=O)N1
→ 3, 0.4, -3, ., ., ., ., 8, 96, -0.2
> CCC(c1nc2ccccc2c(=O)n1CCCn1ccnc1)N1C(=O)c2ccccc2C1=O (stereo not drawn)
→ 8, 1.3, -2, 1, 1, 2.3, 5, 1, 99, 0.1
> O=C(O)CC/C(=N/NC(=O)c1cn(-c2ccccc2)nc1-c1ccccc1)C(=O)O
→ -3, -0.7, -15, 11, 0, 1.2, -7, -4, 96, 0.0
> CC(OC(=O)c1cccc(S(=O)(=O)N2CCCCC2)c1)C(=O)NC1CCCCC1C (stereo not drawn)
→ 0, -0.3, 2, 3, 0, -3.0, -8, 1, 95, 0.6
> C/C(=N\NC(=O)c1ccc(F)cc1)c1ccc(NC(=O)Cc2ccccc2)cc1
→ -10, 0.0, 4, -1, -1, 1.4, 0, 4, 100, 0.1
> COc1ccc(Nc2nc(N)nc(CSC(=S)N3CCC(C)CC3)n2)cc1
→ 1, 0.1, -1, -8, 1, -0.4, -12, 4, 98, 0.0
> CCN(Cc1ccncc1)C(=O)Cc1cccs1
→ 6, 0.5, -6, 3, -1, -1.3, 10, -3, 90, 0.0
> Cc1ccc(Cn2c(=N)c(C(=O)NCC3CCCO3)cc3c(=O)n4ccccc4nc32)cc1 (stereo not drawn)
→ 10, 0.0, 6, 9, 0, -1.9, 23, 0, 102, 0.9
> COc1ccc(OC)c(C=NN=Cc2cc(OC)ccc2OC)c1
→ 0, -1.0, -7, -17, 1, 1.2, -5, 9, 107, -0.1
> CCOC(=O)c1nnn(-c2nonc2N)c1CSc1nnc(N)s1
→ -2, -1.1, 0, 19, 0, -1.1, 4, -1, 103, -0.5
> C(=N\NC1=Nc2cccc3cccc1c23)/c1cccnc1
→ 7, -2.0, 1, 2, -2, -2.0, -1, -5, 126, -0.3
> O=C1c2ccccc2CN1CCSC(=S)N1CCOCC1
→ 6, -1.3, -2, -7, -4, 0.7, 2, 1, 98, -0.3
> Cc1ccc2cc(C)c3nnc(SCC(=O)NCc4ccco4)n3c2c1
→ 6, 0.2, -2, 1, 1, -2.5, 8, -3, 99, 0.2
> Cc1cccn2c(=O)c(/C=C(\C#N)C(=O)NCc3ccco3)c(N3CCCC(C)C3)nc12 (stereo not drawn)
→ 6, -0.8, 2, 12, 0, -0.4, -10, 0, 96, 0.2
> COC(=O)c1cc(-c2ccc(OC)cc2)nc2nc(SC)[nH]c(=O)c12
→ -2, -0.3, -6, 0, 1, -1.9, -6, -4, 97, 0.0
> O=C(Nc1ccc(F)cc1)Nc1cc(S(=O)(=O)N2CCOCC2)ccc1N1CCCC1
→ 4, -0.2, -2, 12, 1, -2.2, 7, 1, 97, -0.3
> CCCc1c(-c2ccc(F)cc2F)ncn1Cc1cccc(-c2ccccc2)c1
→ -3, ., 35, ., ., ., ., -8, ., 0.1
> O=C(C[n+]1cccc(Br)c1)c1ccc(-c2ccccc2)cc1
→ 7, 0.7, 17, -2, -2, -0.1, 6, -3, 93, 0.0
> CCOCCCNC(=O)c1ccc(-n2c(=S)[nH]c3ccccc3c2=O)cc1
→ -1, 0.3, -4, 15, 5, 0.5, -8, 0, 102, -0.1
